# Source: PubChem (several laboratories)
# EphB4 ephrin blk: EphB4-ephrin-B2 interaction antagonism | AID 720 | inhibition, % at 7 µM | P54760 | 0.15% of 97,000 active | EphB4 LBD / TNYL-RAW-Alexa532 peptide, fluorescence polarization;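 active = inhibition above the screen-wide mean inhibition plus 3 SD, cut at about 15% in these data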;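 also: 0% = DMSO wells and 100% = excess unlabeled TNYL-RAW peptide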
# Target sequence (P54760 whole entry, looked up, the tested form may be a part): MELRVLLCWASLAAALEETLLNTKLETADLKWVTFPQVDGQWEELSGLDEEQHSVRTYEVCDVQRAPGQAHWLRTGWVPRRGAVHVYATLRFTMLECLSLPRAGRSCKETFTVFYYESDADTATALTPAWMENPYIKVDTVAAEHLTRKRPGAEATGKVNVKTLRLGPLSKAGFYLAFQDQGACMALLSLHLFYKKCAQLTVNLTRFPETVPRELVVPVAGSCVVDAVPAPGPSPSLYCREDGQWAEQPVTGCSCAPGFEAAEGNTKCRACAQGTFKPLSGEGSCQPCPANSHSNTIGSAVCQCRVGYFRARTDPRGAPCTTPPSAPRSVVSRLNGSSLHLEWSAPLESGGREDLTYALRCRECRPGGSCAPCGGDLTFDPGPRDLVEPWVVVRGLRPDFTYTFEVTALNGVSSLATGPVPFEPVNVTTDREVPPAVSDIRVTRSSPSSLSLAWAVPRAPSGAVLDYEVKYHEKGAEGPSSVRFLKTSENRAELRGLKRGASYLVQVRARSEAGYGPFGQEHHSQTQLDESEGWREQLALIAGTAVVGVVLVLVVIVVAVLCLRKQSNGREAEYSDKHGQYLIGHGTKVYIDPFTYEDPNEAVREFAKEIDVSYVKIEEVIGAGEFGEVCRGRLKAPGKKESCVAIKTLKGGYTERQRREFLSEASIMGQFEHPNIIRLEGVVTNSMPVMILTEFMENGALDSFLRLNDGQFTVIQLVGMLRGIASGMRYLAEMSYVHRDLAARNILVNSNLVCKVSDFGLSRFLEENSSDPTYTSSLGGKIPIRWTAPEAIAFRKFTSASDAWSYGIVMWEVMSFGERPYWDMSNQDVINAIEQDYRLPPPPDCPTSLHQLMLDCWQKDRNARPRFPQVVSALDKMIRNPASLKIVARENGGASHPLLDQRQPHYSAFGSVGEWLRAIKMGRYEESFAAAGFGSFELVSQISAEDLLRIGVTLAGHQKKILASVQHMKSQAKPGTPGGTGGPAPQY
# HIV Rev-RRE inh: inhibitors of HIV-1 Rev-RRE RNA interaction | P05866 | Rev peptide-RRE RNA binding, FRET | inhibition, % at 8 µM | 0.79% of 97,000 active | AID 704;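 active = inhibition above the screen-wide mean plus 3 SD, cut at about 35% in these data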;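 also: 0% = median DMSO wells and 100% = median Neomycin B control wells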
# Target sequence (P05866 whole entry, looked up): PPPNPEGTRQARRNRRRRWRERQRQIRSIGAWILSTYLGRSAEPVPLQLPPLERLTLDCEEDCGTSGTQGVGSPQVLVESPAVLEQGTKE
#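 assay system = Cy5-tagged RRE RNA duplex with fluorescein-tagged Rev peptide | incubation = 5 + 15 min at 25 °C | also added = labelled Rev peptide | measure = % inhibition of FRET ratio versus controls | benchmarks = DMSO wells as 0% and neomycin B wells as 100% inhibition | measured by = FRET fluorescence readout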
# PLK1 inh: PLK1 (human) kinase inhibition | inhibition, % at 10 µM | 0.53% of 97,000 active | P53350 | recombinant PLK1 kinase, TR-FRET peptide phosphorylation;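 active = inhibition of 50% or more in the single-concentration screen; inactive = inhibition below 50%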;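 also: 0% = DMSO max control and 100% = H-89 dihydrochloride min control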
# CYP2C9 activ: activators of human CYP2C9; 1.4% of 96,000 active; activation factor at 5 µM; P11712; recombinant CYP2C9, luciferin-H conversion, luminescence; stronger effect = higher value; factor 1 = untreated enzyme, 0 = blocked; AID 1024;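 active = activation factor of 2 or more for CYP2C9 at a 5 µM dose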;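 also: 0 = sulfaphenazole-blocked wells and 1 = vehicle-only wells; values of inactives mirror those of a sister screen read the other way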
# PLK1 PBD inh: Plk1 (human) PBD binding inhibition; Plk1 PBD phosphopeptide binding, fluorescence polarization; inhibition, %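 (tested at about 20 µM)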; P53350; 0.13% of 97,000 active; in the data active = inhibition above about 34%, passing the limit was not always enough
# Candida biofilm: kills Candida albicans biofilms. AID 834. C. albicans biofilm + clotrimazole, Alamar Blue. inhibition, % at 6 µM. 0.14% of 85,000 active;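 active = inhibition above 20%; inactive = inhibition below 20%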;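 also: preformed 24 hr biofilms exposed to compound for 48 hr; 0% = biofilm without compound and 100% = blank killed by clotrimazole plus chlorhexidine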
# CYP2C9 inh: inhibitors of human CYP2C9. P11712. CYP2C9 Supersomes, luciferin-H conversion, luminescence. inhibition, % at 5 µM. 20% of 96,000 active. AID 777;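 active = blocking of liver enzyme CYP2C9 beyond about 50% at 5 µM, limit read from the data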; also: values of inactives mirror those of a sister screen read the other way
# LYP inh 2: blocks human PTPN22 phosphatase activity; Q9Y2R2; recombinant LYP catalytic domain, DiFMUP fluorescence; inhibition, % at 2 µM; 0.21% of 96,000 active;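 active = inhibition at 2 µM at or above a set limit, the screen mean plus 3 SD, cut at about 24% in these data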;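 also: 0% = DMSO with enzyme and 100% = enzyme fully blocked by orthovanadate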
# PTPN22 act: LYP (human) phosphatase activation; recombinant LYP, DiFMUP fluorescence; 0 = plate median, 100 = signal doubled; 0.11% of 96,000 active; Q9Y2R2; AID 697; activation, % at 2 µM;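 active = activation at 2 µM above a set limit, the mean plus 5 SD, cut at about 37% in these data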
# * = called active by the depositor; nt = not tested or not shown.
# The first two compounds, ahead of the listing:
# Value order – EphB4 ephrin blk	HIV Rev-RRE inh	PLK1 inh	CYP2C9 activ	PLK1 PBD inh	Candida biofilm	CYP2C9 inh	LYP inh 2	PTPN22 act
> COc1ccc(CCn2nnnc2C(c2ccc(Cl)cc2)N2CCN(C)CC2)cc1OC (stereo not drawn)
 : 14	2	-4	1	-4	6	1	-1	-1
> O=C(CCN1CCc2ccccc2C1)Nc1ccccc1F
 : 1	5	0	nt	-9	0	nt	-8	4

# The listing, repeating the preview:
# Value order – EphB4 ephrin blk	HIV Rev-RRE inh	PLK1 inh	CYP2C9 activ	PLK1 PBD inh	Candida biofilm	CYP2C9 inh	LYP inh 2	PTPN22 act
> COc1ccc(CCn2nnnc2C(c2ccc(Cl)cc2)N2CCN(C)CC2)cc1OC (stereo not drawn)
 : 14	2	-4	1	-4	6	1	-1	-1
> O=C(CCN1CCc2ccccc2C1)Nc1ccccc1F
 : 1	5	0	nt	-9	0	nt	-8	4
> COc1ccc(N2CCN(CC(=O)Nc3ccc(-n4cnnn4)cc3)CC2)cc1
 : 3	4	-8	nt	-7	nt	nt	-2	-2
> Cc1ccc(NC(=S)NC(NC(=O)c2ccccc2C)C(Cl)(Cl)Cl)c(C)c1 (stereo not drawn)
 : 10	0	-5	0.3	25	nt	73*	15	-13
> N#Cc1cc2ccccc2nc1SCC(=O)Nc1ccccc1N1CCOCC1
 : 1	13	-4	0.7	-14	nt	27	3	-3
> CC(C)CC(=O)Nc1ccc2oc(-c3ccncc3)nc2c1
 : -3	6	-7	0.3	2	4	69*	4	-4
> COc1cc(C2/C(=C(/O)c3ccc(OCC(C)C)cc3)C(=O)C(=O)N2CCN(C)C)ccc1O (stereo not drawn)
 : -11	2	-10	0.9	-3	8	8	-4	4
> NC(=O)c1ccccc1N/C=C/C(=O)c1ccc(Cl)cc1
 : -4	6	-5	1.2	-12	7	-18	2	-2
> Cc1cc(C)cc(NC(=O)CN2CCCN(S(=O)(=O)c3ccc(Br)s3)CC2)c1
 : 3	8	-2	1.7	3	2	-68	0	3
> CCCNS(=O)(=O)c1ccc(CCC(=O)NCc2cccnc2)cc1
 : 5	5	-6	0.2	2	4	77*	4	-3
> CNC(=O)c1sccc1S(=O)(=O)Cc1c(Cl)cccc1Cl
 : -1	-1	9	0.5	-9	3	54*	-2	1
> CCOC(=O)c1nc(N)c(=O)n(-c2ccccc2)n1
 : 3	11	-10	1	-3	9	2	6	-6
> COc1ccc(S(=O)(=O)NC(CC(=O)NCCc2ccccc2)c2ccco2)cc1 (stereo not drawn)
 : 3	0	7	1.2	-14	-3	-16	-1	2
> CCc1c(C)nc2ncnn2c1N1CCCC(C(=O)Nc2ccc(NC(C)=O)cc2)C1 (stereo not drawn)
 : 3	3	-12	1	-18	1	-4	12	-10
> Cc1ccc2[nH]c(=O)c(COC(=O)C3CCCO3)cc2c1 (stereo not drawn)
 : 8	-1	2	1	-7	-2	-1	5	-5
> CCOc1ccccc1N(CC(=O)O)S(=O)(=O)c1ccccc1
 : -7	5	-10	1	0	nt	3	-4	3
> CC(=O)NCCOc1c(C)cc(S(N)(=O)=O)cc1C
 : -1	1	-2	1.1	-31	3	-6	2	-3
> CCC(=O)Nc1ccc(SC#N)cc1C
 : 4	9	-15	0.8	-4	nt	22	2	1
> O=C(COC(=O)c1ccccc1NC(=O)c1ccco1)Nc1ncc(Cl)cc1Cl
 : 2	13	1	0.4	8	-1	64*	2	-2
> O=[N+]([O-])c1ccc(N2CCCC2)cc1NC(c1ccccc1)c1ccccc1
 : -4	3	-11	0.7	20	nt	30	-5	3
> COc1ccc(C2CC(C(F)(F)F)n3ncc(C(=O)NCc4cccnc4)c3N2)cc1OC (stereo not drawn)
 : 12	11	-11	0.5	6	5	52*	-4	1
> CCn1c(=NC(=O)c2ccc(S(=O)(=O)N3CCOCC3)cc2)sc2cccc(OC)c21
 : -2	10	-6	1.1	7	3	-8	-3	1
> CCn1c(Cn2nnc(-c3ccccc3)n2)nnc1SCC(=O)Nc1ccccc1
 : 1	5	2	1.1	16	4	-7	-3	2
> CCOC(=O)c1ccc(NC(=O)Nc2ccc3c(c2)OCCO3)cc1
 : 4	5	-1	nt	-7	8	nt	9	-6
> CC(C)[C@H](NC(=O)CCn1nnc2ccccc2c1=O)C(=O)O
 : 4	5	-3	1.1	-3	4	-6	6	-8
> COc1ccc(C(=O)CSc2nncn2C)cc1
 : 0	3	-6	1.2	25	4	-18	0	3
> Cn1c(NCc2ccco2)nc2c1c(=O)n(Cc1ccc(Br)cc1)c(=O)n2C
 : -4	1	-9	1	-6	6	0	-10	10
> Cc1ccc(S(=O)(=O)Nc2nc3ccccc3nc2NCc2ccco2)cc1C
 : 2	11	-12	0	-12	nt	100*	7	-8
> COc1cc(CO)cc(Br)c1OCC(=O)O
 : 0	8	-7	1.2	11	9	-24	-1	1
> Cc1cc(C)n(S(=O)(=O)c2cccc(Cl)c2Cl)n1
 : -1	4	-8	0.7	-2	9	26	-6	3
> COC(=O)C(CC(C)C)NC(=O)c1ccc([N+](=O)[O-])c(C)c1 (stereo not drawn)
 : 0	5	-7	1.1	5	nt	-6	5	0
> Fc1ccc(CN2CCN(c3ncccn3)CC2)cc1
 : -8	1	-5	0.9	6	4	13	1	-1
> C#CCN1C(=O)C(O)(CC(=O)c2cccc(OC)c2)c2ccccc21 (stereo not drawn)
 : 6	1	-8	1	31	6	-1	11	-8
> CCOC(=O)C1CCN(C(=O)Nc2cccc(Cl)c2)CC1
 : 4	2	-5	nt	4	6	nt	-16	10
> O=C(C1CCCN(S(=O)(=O)c2ccccc2)C1)N1CCN(c2ncccn2)CC1 (stereo not drawn)
 : -2	-4	-2	nt	1	9	nt	-10	5
> CC(=O)Nc1ccc(C(=O)n2cnc3cc(C)c(C)cc32)cc1
 : 0	6	-11	0.6	-35	6	45	-11	13
> Cc1cc(=O)[nH]c(N=N/C(=N/Nc2ccccc2C)c2ccccc2)n1
 : 4	1	-9	0.8	7	16	22	-14	15
> COc1ccc(CC(=O)Nc2ccc(S(=O)(=O)Nc3nccc(C)n3)cc2)cc1
 : -6	6	-8	0.9	0	3	13	7	-7
> c1ccc(-c2nc(-c3ccccn3)no2)cc1
 : -9	-1	-2	nt	-9	nt	nt	-4	4
> C=C(C)Cn1c(Sc2nc3ccccc3[nH]2)nc2c1c(=O)[nH]c(=O)n2C
 : 8	5	-3	0.7	-15	8	33	9	-12
> O=c1c2cc(F)ccc2[nH]c(=S)n1CCCN1CCOCC1
 : 1	-2	0	1.1	5	3	-7	8	-6
> CCOC(=O)c1c(C)[nH]c(C(=O)C(C)OC(=O)c2oc3ccccc3c2COC)c1C (stereo not drawn)
 : 2	14	-7	0.9	10	0	14	0	-4
> CCc1nc(Nc2ccncc2)c2oc3ccccc3c2n1
 : -9	-6	-8	1	30	11	0	3	0
> COC(=O)/C=C1\C(=O)N(c2nc3ccccc3s2)C(=S)N1c1ccc(F)cc1
 : -2	7	-3	0.7	-14	3	35	1	0
> COc1cccc(CNC(=O)C2CCCN(c3nn4c(=O)cc(C)nc4s3)C2)c1OC (stereo not drawn)
 : -1	-3	-13	0.9	-22	7	10	-10	9
> COCC(=O)NCCNc1nc2ccc(C)cc2cc1C
 : 7	9	0	0.9	-11	nt	11	-10	9
> CS(=O)(=O)Nc1ccc(C(=O)NCc2cccnc2)cc1
 : 1	7	-10	1.2	22	2	-17	3	-1
> Cc1ccc(Cl)cc1N1CCN(C(=O)c2ccc(CN3CCOCC3)cc2)CC1
 : -5	1	10	0.3	-17	0	67*	-6	0
> CCCCP(=O)(CCCC)Cc1ccccc1O
 : 2	-2	-7	1.1	1	7	-15	-3	0
> COC(=O)c1sccc1NC(=O)C1C2C=CC(C2)C1C(=O)O (stereo not drawn)
 : 2	7	-14	nt	9	5	nt	-2	1
> c1ccc2c(c1)ncn2-c1ccc(-c2ccnc(-c3ccncc3)n2)cc1
 : -8	-1	2	0.1	32	nt	87*	9	-7
> COc1ccc(CN(C)C(c2ccccc2)c2nnnn2-c2ccccc2C)c(OC)c1C (stereo not drawn)
 : -8	3	-3	0.2	6	nt	79*	-4	7
> CC(C(=O)N1CCc2ccccc21)N1CCc2ccccc2C1 (stereo not drawn)
 : -3	10	-7	nt	0	nt	nt	1	2
> O=C(CCSc1nc(-c2ccco2)cc(C(F)(F)F)n1)NCC1CCCO1 (stereo not drawn)
 : -3	-1	-10	1.4	-16	2	-39	-1	1
> CCN1CCN(C(=S)Nc2ccc(Cl)cc2)CC1
 : 3	3	-8	1	0	-1	5	14	-11
> CCOC(=O)c1ccc(NC(=O)COc2ccc(-n3cnnn3)cc2)cc1
 : -3	-8	-5	1.1	-7	2	-9	10	-13
> Cc1ccc(C(=O)/C=C2\NCC(C)NC2=O)cc1 (stereo not drawn)
 : -7	-4	-2	0.9	11	11	7	-8	11
> COC(=O)C1CCN(C(=O)COc2ccc(Cl)cc2)CC1
 : -6	2	-11	0.7	4	9	31	-2	1
> CCCCNC(=O)N(O)C1N(CCCC)C(=O)N(CC(=O)OC)C1(C)C (stereo not drawn)
 : 4	0	-3	nt	-11	6	nt	10	-15
> CC(C)CCn1nnnc1C(c1ccc(N(C)C)cc1)N1CCN(C(=O)c2ccco2)CC1 (stereo not drawn)
 : 1	0	-6	0.3	-36	5	66*	-3	1

# (cont.)
# Value order – EphB4 ephrin blk	HIV Rev-RRE inh	PLK1 inh	CYP2C9 activ	PLK1 PBD inh	Candida biofilm	CYP2C9 inh	LYP inh 2	PTPN22 act
> CC(C)C(NC(=O)C12CC3CC(CC(C3)C1)C2)C(=O)NC1=NCCS1 (stereo not drawn)
 : 1	4	-6	1	-14	nt	3	5	-7
> OCCN(CCO)CC(O)Cn1c2ccccc2c2ccccc21 (stereo not drawn)
 : 1	4	-3	1	-9	1	-3	-9	9
> O=C(Nc1cccc(-c2nc3cc(Cl)ccc3o2)c1)C1CCCO1 (stereo not drawn)
 : -4	14	-11	0.3	-11	5	71*	0	-1
> Cc1csc(Sc2ccc([N+](=O)[O-])cc2C(=O)OCC(=O)NC(=O)NC(C)(C)C)n1
 : 2	8	-5	0.3	-32	nt	72*	5	-8
> NC(=O)CSc1nnc(-c2ccc(S(=O)(=O)N3CCOCC3)cc2)n1Cc1ccccc1
 : 1	7	-12	0.9	11	-5	10	-17	16
> Cc1cc(C(F)(F)F)n2nc(-c3cnn(C)c3C(F)(F)F)c(Cl)c2n1
 : -4	12	-11	0.3	-24	nt	72*	-4	7
> CCOC(=O)Cn1c(=O)oc2cc(S(=O)(=O)NCCc3ccc(OCC)c(OCC)c3)ccc21
 : -1	5	-8	0.4	-7	4	56*	3	-6
> CC(NC(=O)CNC(=O)OCc1ccccc1)C(=O)N1CC(O)CC1C(=O)OCc1ccccc1 (stereo not drawn)
 : 1	1	-5	1.1	-16	1	-9	1	-2
> CC(=O)c1cccc(-n2nnnc2SCC(=O)Nc2cccc(NC(=O)c3ccco3)c2)c1
 : -2	1	-8	0.4	-7	4	55*	-10	8
> CCCC(OC(=O)CC1Sc2ccccc2NC1=O)C(=O)NCc1ccco1 (stereo not drawn)
 : -3	3	-18	0.7	-18	10	33	2	2
> CC(C)(C)C(=O)Nc1nnc(CSCc2ccccc2F)s1
 : -1	8	-9	0.4	5	6	56*	4	-3
> CCOC(=O)C1CCCN(c2ncnc3c2oc2ccccc23)C1 (stereo not drawn)
 : -6	10	-9	0.5	-10	-3	46	1	-2
> COc1ccc2c(c1)CCCC21NC(=O)NC1=O (stereo not drawn)
 : 8	9	2	1.3	-8	7	-28	-14	9
> CCCNS(=O)(=O)c1ccc(OC)c(Cl)c1Cl
 : -6	1	-21	0.9	1	1	10	-3	1
> O=C(O)C1C2C=CC(C3CC23)C1C(=O)N1CCc2ccccc21 (stereo not drawn)
 : 2	5	-5	1.1	-6	3	-8	12	-9
> O=C(c1ccc2ccccc2n1)N1CCN(c2ccccc2)CC1
 : -2	13	-15	1.4	-13	2	-41	-14	10
